OX1R antag-1 = antagonists of human orexin 1 receptor (OX1R); OX1R-expressing cells, FRET antagonist read-out; inhibition, % at 6.6 µM; 1.8% of 330,000 active; O43613; AID 485270; in the data active = inhibition mostly above about 38%, no sharp cut-off; inactive = mostly below about 40%;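 note: 0% = agonist challenge alone and 100% = reference antagonist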
Target sequence (O43613 whole entry, looked up): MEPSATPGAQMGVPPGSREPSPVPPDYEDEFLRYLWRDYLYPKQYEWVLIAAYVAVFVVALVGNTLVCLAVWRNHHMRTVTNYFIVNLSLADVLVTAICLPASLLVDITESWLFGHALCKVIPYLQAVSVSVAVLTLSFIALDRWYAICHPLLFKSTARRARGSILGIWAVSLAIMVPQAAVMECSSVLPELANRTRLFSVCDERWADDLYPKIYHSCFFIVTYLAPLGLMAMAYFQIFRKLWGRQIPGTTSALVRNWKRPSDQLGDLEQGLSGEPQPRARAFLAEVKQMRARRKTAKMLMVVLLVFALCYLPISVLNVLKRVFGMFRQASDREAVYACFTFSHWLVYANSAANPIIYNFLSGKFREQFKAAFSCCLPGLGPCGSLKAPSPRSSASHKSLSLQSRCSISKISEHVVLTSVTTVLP
OX1R antag-2 = antagonists of human orexin 1 receptor | O43613 | CHO/OX1R cells, Fluo-8 calcium fluorescence, orexin A | inhibition, % at 5 µM | 0.43% of 330,000 active | AID 434989;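 active = inhibition above its plate's threshold, mean inhibition of all tested compounds on the plate plus 3 SD, cut at about 37% in these data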;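 note: 0% = orexin A challenge wells and 100% = SB-334867-A antagonist wells; not every result past the cut was called active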
STK33 inh = human STK33 kinase inhibition. purified STK33, MBP phosphorylation, ADP-Glo luminescence. inhibition, % at 10 µM. 0.073% of 320,000 active. Q9BYT3;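 active = inhibition at or above 25%, using the most active replicate where run in duplicate; inactive = inhibition below 25%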
Target sequence (Q9BYT3 whole entry, looked up): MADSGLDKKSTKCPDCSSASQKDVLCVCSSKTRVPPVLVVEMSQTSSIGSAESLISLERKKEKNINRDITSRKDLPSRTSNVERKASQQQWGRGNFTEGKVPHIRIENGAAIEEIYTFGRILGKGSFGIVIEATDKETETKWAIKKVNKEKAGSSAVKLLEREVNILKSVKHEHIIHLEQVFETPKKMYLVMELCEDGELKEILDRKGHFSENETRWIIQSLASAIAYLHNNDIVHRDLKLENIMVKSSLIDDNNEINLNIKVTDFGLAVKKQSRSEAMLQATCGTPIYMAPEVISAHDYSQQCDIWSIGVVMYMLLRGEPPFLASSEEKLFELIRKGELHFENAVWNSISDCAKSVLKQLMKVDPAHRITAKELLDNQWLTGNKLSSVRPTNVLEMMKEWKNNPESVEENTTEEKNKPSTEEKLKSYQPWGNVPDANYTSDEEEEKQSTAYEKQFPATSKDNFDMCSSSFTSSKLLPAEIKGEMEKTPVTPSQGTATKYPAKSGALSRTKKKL
* marks the source's active call; other numbers are inactive results; / = not tested or not shown. Hits appear at their usual frequency, and some 2.2% of all compounds hit somewhere here.

SMILES	OX1R antag-1	OX1R antag-2	STK33 inh
Cn1c(CNC(=O)c2ccc3c(c2)OCO3)nnc1SCC(=O)Nc1ccccc1F	24.7	-23.2	0.3
Cc1cccc(C)c1NC(=O)CCCSc1nnc(N)s1	8.8	-33.9	-1.6
COc1ccc(Cn2cnc3c4cc(F)ccc4n(C)c3c2=O)cc1	1.3	-19.7	-2.0
C/C(=N\Nc1ccc(S(N)(=O)=O)cc1[N+](=O)[O-])c1ccco1	40.6*	7.5	-0.1
CCOC(=O)c1cnn(-c2nc3c(C)cccc3s2)c1C	19.7	-10.2	-0.4
O=C(NNC(=O)c1cnccc1C(F)(F)F)c1ccccc1	-2.1	-3.0	-3.5
Cc1ccc(NC2=NCC(=O)N2CCc2ccccc2)cc1C	11.6	-14.7	-0.8
CCOc1ncccc1C(=O)OCC(=O)NC(=O)NC(C)C	20.2	-10.8	-1.0
CCCCNC(=O)C1CCCN1C(=O)Nc1cccc(OC)c1 (stereo not drawn)	23.1	-23.0	-0.2
Clc1ccccc1CSc1nc2ccncc2[nH]1	18.1	-12.0	1.3
COc1ccc(OC)c(-n2c(SCC(=O)NCC3CCCO3)nc3ccccc3c2=O)c1 (stereo not drawn)	9.2	-11.7	-0.6
Cc1cccc(NC(=O)C(C)SCc2nc3sc(C)c(C)c3c(=O)[nH]2)n1 (stereo not drawn)	18.7	-26.6	-0.9
COc1ccc(CCNC(=O)NC(C(F)(F)F)C(F)(F)F)cc1OC	6.1	-26.4	-2.2
CCOc1ccc(NC(=O)COC(=O)COc2cccc3c2OC(C)(C)C3)cc1	11.8	5.3	-2.3
COC(=O)c1c(NC(C)=O)sc2c1CCN(Cc1ccccc1)C2	0.8	-19.9	0.3
COCCNC(=O)c1cc2sccc2n1C	4.1	8.5	-5.7
O=C(N/N=C/c1ccccc1)c1ccc(N2CCOCC2)c([N+](=O)[O-])c1	32.3	-9.1	0.2
CC1CC(C)CN(C(=O)COC(=O)c2cccc([N+](=O)[O-])c2)C1 (stereo not drawn)	42.2	-6.3	0.9
COc1ccc(NC(=O)CN2CCN(c3ccccc3F)CC2)cc1	5.4	5.9	1.6
COc1ccc(S(=O)(=O)N2CCN(c3ccc4nnc(-c5ccc(F)cc5)n4n3)CC2)cc1	11.8	-7.9	-1.2
Cc1cccc(C(=O)NCC(c2ccco2)N(C)C)c1 (stereo not drawn)	3.7	-14.3	-1.1
COc1ccc(N=C2NC(=O)/C(=C\C=C\c3ccccc3)S2)cc1	28.9	-13.6	-0.9
O=c1c([N+](=O)[O-])cc(C(F)(F)F)cn1Cc1c(Cl)cccc1Cl	17.8	-8.4	-1.1
COc1ccc(N2CCN(Cc3nc(-c4ccccc4)no3)CC2)cc1	22.1	-11.7	-0.1
O=C(Nc1ccc([N+](=O)[O-])cc1)C1C(c2ccccc2)=C1c1ccccc1	3.9	2.6	-0.4

Just STK33 inh and OX1R antag-1 (three entries from above):
smiles	STK33 inh	OX1R antag-1
COc1ccc(Cn2cnc3c4cc(F)ccc4n(C)c3c2=O)cc1	-2.0	1.3
C/C(=N\Nc1ccc(S(N)(=O)=O)cc1[N+](=O)[O-])c1ccco1	-0.1	40.6*
CCOC(=O)c1cnn(-c2nc3c(C)cccc3s2)c1C	-0.4	19.7

More entries follow:
SMILES	OX1R antag-1	OX1R antag-2	STK33 inh
CCOC(=S)SCc1cn2cccc(C)c2n1	-0.7	-11.1	1.1
Cn1nnc(NC(=S)NC(=O)c2cccs2)n1	31.5	9.4	0.1
COc1ccc(S(=O)(=O)NCC2CCCO2)cc1Cl (stereo not drawn)	18.2	-7.9	-0.7
Cc1cc(C(=O)NP(=O)(N2CCOCC2)N2CCOCC2)c(C)n1-c1ccc(N(C)C)cc1	20.3	-17.8	0.1
Cc1cc(C)c(OCC(=O)N(Cc2ccccc2)C2CCS(=O)(=O)C2)c(C)c1 (stereo not drawn)	6.8	-17.4	-0.7
COC(=O)c1sc(NC(=S)NC(=O)c2ccccc2Cl)nc1C	6.8	-6.2	-0.2
O=c1[nH]c(N2CCN(c3ccccc3)CC2)nc2c1CCCC2	10.0	-23.4	1.0
CCN1CCN(CC(=O)c2cc(Cl)ccc2Cl)CC1	6.5	-16.8	-1.6
COc1ccc(CNC(=O)CN(Cc2ccccc2OC)C(=O)c2csnn2)cc1	15.3	-33.0	-1.7
CCN(c1ccc(NC(=O)COC(=O)c2ccc(S(=O)(=O)N3CCCC3)cc2)cc1)C(C)C	19.1	-10.5	-0.9
CN1CCN(C(=O)C2(NC(=O)Nc3cccc(F)c3)CCCCC2)CC1	23.7	-6.3	-0.8
Cn1c(Cc2csc(N)n2)nnc1SC/C=C/c1ccccc1	-1.9	-16.1	-1.9
CC1=NNC(=O)C1CCC(=O)N/N=C/c1ccco1 (stereo not drawn)	20.2	-10.4	0.1
CN1CCN(c2nc3ccccn3c(=O)c2/C=C(\C#N)S(=O)(=O)c2ccccc2)CC1	31.6	-13.4	-0.6
N#Cc1ccc(CSc2nnc(NC(=O)c3ccc(=O)[nH]c3)s2)cc1	19.5	-35.2	1.2
CCOC(=O)c1c(NC(=O)CN2CCN(C(=O)C3CCCO3)CC2)sc(C)c1C (stereo not drawn)	19.0	-5.6	0.8
Cc1ccc(N=C2CSC(=O)N2)cc1	5.4	-14.2	-2.6
CCOc1ccc(NS(=O)(=O)c2ccc3ncsc3c2)cc1	24.2	-24.1	-0.2
Nc1cccc2c3c(oc12)CCCC3	8.6	-21.1	-0.9
CCn1c(SCC(=O)OC)nnc1-c1c[nH]c2ccccc12	12.5	9.9	-0.1
Cc1ccccc1NC(=O)CSc1nc(-c2ccccc2)cc(=O)[nH]1	10.6	-12.0	-0.6
O=C(N/N=C/c1cc2cc3c(cc2nc1Cl)OCO3)c1ccncc1	31.0	-27.6	0.6
Cc1c(C)c2cc(Cl)c(O)c(CN3CCN(C)CC3)c2oc1=O	31.1	-33.5	0.0
CCN(CC)C(=O)[C@H]1C[C@H](CC(=O)NCC23CC4CC(CC(C4)C2)C3)C(=O)N2CCc3c([nH]c4ccc(Cl)cc34)[C@]12C	5.0	-34.5	/
O=C(Nc1ccc(F)cc1)C1CCCN(S(=O)(=O)c2cccc3cccnc23)C1 (stereo not drawn)	31.1	-15.4	0.0

The closing 4 records of the section before come first, to join the parts.
SMILES	OX1R antag-1	OX1R antag-2	STK33 inh
O=C(N/N=C/c1cc2cc3c(cc2nc1Cl)OCO3)c1ccncc1	31.0	-27.6	0.6
Cc1c(C)c2cc(Cl)c(O)c(CN3CCN(C)CC3)c2oc1=O	31.1	-33.5	0.0
CCN(CC)C(=O)[C@H]1C[C@H](CC(=O)NCC23CC4CC(CC(C4)C2)C3)C(=O)N2CCc3c([nH]c4ccc(Cl)cc34)[C@]12C	5.0	-34.5	/
O=C(Nc1ccc(F)cc1)C1CCCN(S(=O)(=O)c2cccc3cccnc23)C1 (stereo not drawn)	31.1	-15.4	0.0
CCOC(=O)C1CCN(S(=O)(=O)c2ccc(-n3cnnn3)c(C)c2)CC1	26.5	-3.4	-0.5
CCOc1ccc(C(=O)NNC(=O)c2cc(C)oc2C)cc1	19.8	-11.8	/
Cc1nn(-c2ccc(N3CCOCC3)nn2)c(C)c1CCC(=O)Nc1ccccc1	12.6	1.2	-0.6
Cc1ccc(OCCn2cnc(Cl)c2Cl)cc1	4.0	-3.9	-0.6
CN1CCC(N(C)CC(C)(C)NS(=O)(=O)c2ccccc2)CC1	0.2	-7.9	-0.1
COc1cccc(NC(=O)CN2C(=O)NC(c3ccccc3)(c3ccccc3)C2=O)c1	9.7	-16.5	-0.3
CC1(C)CC(=O)C(CS(=O)(=O)c2ccccc2)=C(Cl)C1	11.3	-7.7	-0.9
Cc1cc(NC(=O)COc2ccc(F)c(Cl)c2)no1	15.8	-17.6	-0.4
Cc1cc(C(=O)NN=C2CCCC2)c2ccccc2n1	13.4	-6.2	/
CCn1c(COc2ccccc2C)nnc1SCC(=O)N1CCCCC1	4.3	-14.1	3.1
Cc1cc(C)n2nc(C(=O)Nc3ccc(N4CCOCC4)cc3)nc2n1	9.0	-12.2	-0.7
Cc1nc2ccc(NC(=O)C3CCN(S(=O)(=O)c4cccs4)CC3)cc2s1	16.4	-16.2	-1.3
O=[N+]([O-])C(/C=C(\Cl)[N+](=O)[O-])=C1N(Cc2ccc(Cl)nc2)CCN1Cc1ccc(Cl)nc1	27.6	-16.5	-0.3
COc1cccc(CNC(=O)CN2C(=O)CSc3ccc(S(=O)(=O)N4CCCCC4)cc32)c1	18.8	-14.5	0.3
Cc1ccc(S(=O)(=O)Nc2ccc(S(=O)(=O)N3CCOCC3)cc2)cc1	-5.9	-15.6	0.4
CC(C)c1ccc(NC(=O)c2cc(S(=O)(=O)N3CCCC3)c[nH]2)cc1	11.5	-16.7	8.5
CCc1nc(-c2ccc(C)nc2OC)no1	8.1	-16.8	-0.5
CN(C)c1ccc(C(=O)OCc2ccccc2)cc1	21.1	-4.6	-4.0
CCOC(=O)C1=C(c2ccccc2)NC(=O)NC1c1cccc(OC)c1OC (stereo not drawn)	21.0	-14.9	-0.5
Cc1c(C)n(Cc2ccccc2)c2ncnc(N)c12	14.3	0.8	-1.3
O=C(C1=COCCO1)N1CCN(S(=O)(=O)c2cccc(Cl)c2Cl)CC1	14.3	-11.8	-1.0
Cc1cccc(-n2c(-c3ccc(Br)o3)n[nH]c2=S)c1	12.2	-12.4	-2.1
CCC(C)(C)NC(=O)C(c1ccccc1)N(Cc1cccs1)C(=O)Cn1nnc2ccccc21 (stereo not drawn)	13.6	-16.2	0.8
O=S(=O)(NC(=NCc1ccccc1)c1ccccc1F)c1ccccc1	7.5	-16.3	-1.3
CC(=O)Nc1ccc(SCC(=O)c2cc(C)n(-c3ccccc3)c2C)cc1	22.4	-9.1	-4.9

A different layout for some results above.
> Cc1ccc(OCCn2cnc(Cl)c2Cl)cc1
  OX1R antag-1 = 4.0; OX1R antag-2 = -3.9; STK33 inh = -0.6
> CCc1nc(-c2ccc(C)nc2OC)no1
  OX1R antag-1 = 8.1; OX1R antag-2 = -16.8; STK33 inh = -0.5
> CCOC(=O)C1CCN(S(=O)(=O)c2ccc(-n3cnnn3)c(C)c2)CC1
  OX1R antag-1 = 26.5; OX1R antag-2 = -3.4; STK33 inh = -0.5
> CC(C)c1ccc(NC(=O)c2cc(S(=O)(=O)N3CCCC3)c[nH]2)cc1
  OX1R antag-1 = 11.5; OX1R antag-2 = -16.7; STK33 inh = 8.5

Whole records, quoted from the list.
CCOc1ccc(C(=O)NNC(=O)c2cc(C)oc2C)cc1 across the screens: OX1R antag-1 = 19.8; OX1R antag-2 = -11.8; STK33 inh = /
CN(C)c1ccc(C(=O)OCc2ccccc2)cc1 across the screens: OX1R antag-1 = 21.1; OX1R antag-2 = -4.6; STK33 inh = -4.0
O=[N+]([O-])C(/C=C(\Cl)[N+](=O)[O-])=C1N(Cc2ccc(Cl)nc2)CCN1Cc1ccc(Cl)nc1 across the screens: OX1R antag-1 = 27.6; OX1R antag-2 = -16.5; STK33 inh = -0.3

Remaining list, next part
SMILES	OX1R antag-1	OX1R antag-2	STK33 inh
CCCCn1c(N)c(N(CC(C)C)C(=O)C2CCN(S(=O)(=O)c3ccc(Cl)cc3)CC2)c(=O)[nH]c1=O	-0.2	-5.6	-0.5
O=C(COC(=O)c1cc2ccccc2oc1=O)c1cccc([N+](=O)[O-])c1	23.4	-6.1	-0.5
O=C(COC(=O)c1cncc(Br)c1)NCC1CCCO1 (stereo not drawn)	7.8	-5.7	2.5
Cc1cc(F)ccc1NC(=O)c1cnccn1	9.3	-16.7	-0.5
CC1CCN(CCn2c(=S)[nH]c3cc4c(cc3c2=O)OCO4)CC1	17.4	-18.4	-0.4
CN(C(=O)COC(=O)CCC1CCCCC1)c1c(N)n(Cc2ccccc2)c(=O)[nH]c1=O	17.3	-13.7	-2.3
CCc1c(OC(C)=O)c2ccccc2n(C)c1=O	-2.1	-12.0	1.1
CCCCn1c(-c2ccco2)n[nH]c1=S	7.2	9.5	-0.4
NC1=NC(c2cn[nH]c2-c2ccc(F)cc2)n2c(nc3ccccc32)N1 (stereo not drawn)	7.9	-12.8	0.2
O=C(Cc1cccs1)NCc1ccc(F)cc1	25.6	-15.6	-0.4
C=CCSc1nc(C)c(CC(=O)OCCCC)c(=O)[nH]1	26.0	-9.4	-0.9
O=C(Nc1nc2ccc(Cl)cc2s1)C1CC1	11.2	1.2	7.9

Source: PubChem
